Screens: PubChem, several laboratories
p97 inhibitor = human p97 ATPase inhibition. inhibition, % at 8 µM. P55072. recombinant p97 ATPase, Kinase-Glo ATP luminescence, 3 h. 0.42% of 220,000 active; in the data active = inhibition above about 15%;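 also: 0% = DMSO vehicle and 100% = wells lacking enzyme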
hK5 inh = inhibitors of human kallikrein 5. Q9Y337. recombinant hK5, fluorogenic AMC substrate cleavage. inhibition, % at 5 µM. 0.59% of 210,000 active;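 active = inhibition of 40% or more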;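 also: 0% = enzyme controls without compound and 100% = no-enzyme blanks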
FXIa inh 1536 = blocks human coagulation factor XIa protease activity. P03951. purified FXIa, Boc-Glu-Ala-Arg-AMC fluorogenic substrate. inhibition, % at 5 µM. 0.14% of 220,000 active. AID 798;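 active = inhibition of at least 40%; inactive = inhibition below 40%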;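 also: fluorescence of freed AMC excited at 355 nm; 0% = enzyme without compound and 100% = no enzyme blank; many of its hits are not listed in these tables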
Wee1 degr inh = human Wee1 degradation inhibition, primary screen; HeLa Luc-Wee1K328M stability, luciferase luminescence; 100% = proteasome inhibitor MG132 effect; 1.2% of 220,000 active; P30291; reporter increase, % at 5 µM;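 active = activation above the mean of all tested compounds plus 3 SD, set per screening run, cut at about 8.8% in these data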;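 also: cells exposed to compound for 20 h before luminescence read; 0% = DMSO alone and 100% = MG132 at 30 µM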
MDM2 E3 inh = Mdm2 E3 ligase (human) inhibition | AID 1230 | Q00987 | 0.11% of 210,000 active | signal enhancement, % at 5 µM | cell-based MDM2 ubiquitination luciferase reporter, 2 h; 0 = plate control, 100 = twice control, blank-subtracted;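 active = signal enhancement of 30% or more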;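 also: luminescence tracks abundance of the self-degrading MDM2-luciferase fusion protein; higher signal means inhibition of MDM2 E3 ligase activity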
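system = mammalian cells stably expressing self-ubiquitinating, self-degrading MDM2 E3–luciferase fusion | quantity = 2000 cells per well seeded | incubation = 4 h cell settling then 2 h compound exposure, 37 °C | signal = SteadyLite luminescence, 15 min reagent step | benchmarks = plate control and blank wells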
eIF4E-4G inh = inhibitors of eIF4E and eIF4G interaction in translation initiation; P63073+Q04637; TR-FRET eIF4E-eIF4GI(517-606) binding, 2 h; inhibition, % at 21.7 µM; 0.37% of 220,000 active; AID 782;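 active = inhibition above about 30%, limit read from the data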;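 also: 0% = full FRET control wells and 100% = background wells lacking eIF4GI fragment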
Target sequence (P63073 whole entry, looked up, the tested form may be a part): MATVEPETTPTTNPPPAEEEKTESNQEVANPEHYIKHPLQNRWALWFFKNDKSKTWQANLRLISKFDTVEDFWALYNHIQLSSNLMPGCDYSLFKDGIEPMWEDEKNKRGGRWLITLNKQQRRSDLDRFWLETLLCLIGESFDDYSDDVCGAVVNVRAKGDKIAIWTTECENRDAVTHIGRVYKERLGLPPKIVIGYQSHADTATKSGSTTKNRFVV
Target sequence (Q04637 whole entry, looked up, the tested form may be a part): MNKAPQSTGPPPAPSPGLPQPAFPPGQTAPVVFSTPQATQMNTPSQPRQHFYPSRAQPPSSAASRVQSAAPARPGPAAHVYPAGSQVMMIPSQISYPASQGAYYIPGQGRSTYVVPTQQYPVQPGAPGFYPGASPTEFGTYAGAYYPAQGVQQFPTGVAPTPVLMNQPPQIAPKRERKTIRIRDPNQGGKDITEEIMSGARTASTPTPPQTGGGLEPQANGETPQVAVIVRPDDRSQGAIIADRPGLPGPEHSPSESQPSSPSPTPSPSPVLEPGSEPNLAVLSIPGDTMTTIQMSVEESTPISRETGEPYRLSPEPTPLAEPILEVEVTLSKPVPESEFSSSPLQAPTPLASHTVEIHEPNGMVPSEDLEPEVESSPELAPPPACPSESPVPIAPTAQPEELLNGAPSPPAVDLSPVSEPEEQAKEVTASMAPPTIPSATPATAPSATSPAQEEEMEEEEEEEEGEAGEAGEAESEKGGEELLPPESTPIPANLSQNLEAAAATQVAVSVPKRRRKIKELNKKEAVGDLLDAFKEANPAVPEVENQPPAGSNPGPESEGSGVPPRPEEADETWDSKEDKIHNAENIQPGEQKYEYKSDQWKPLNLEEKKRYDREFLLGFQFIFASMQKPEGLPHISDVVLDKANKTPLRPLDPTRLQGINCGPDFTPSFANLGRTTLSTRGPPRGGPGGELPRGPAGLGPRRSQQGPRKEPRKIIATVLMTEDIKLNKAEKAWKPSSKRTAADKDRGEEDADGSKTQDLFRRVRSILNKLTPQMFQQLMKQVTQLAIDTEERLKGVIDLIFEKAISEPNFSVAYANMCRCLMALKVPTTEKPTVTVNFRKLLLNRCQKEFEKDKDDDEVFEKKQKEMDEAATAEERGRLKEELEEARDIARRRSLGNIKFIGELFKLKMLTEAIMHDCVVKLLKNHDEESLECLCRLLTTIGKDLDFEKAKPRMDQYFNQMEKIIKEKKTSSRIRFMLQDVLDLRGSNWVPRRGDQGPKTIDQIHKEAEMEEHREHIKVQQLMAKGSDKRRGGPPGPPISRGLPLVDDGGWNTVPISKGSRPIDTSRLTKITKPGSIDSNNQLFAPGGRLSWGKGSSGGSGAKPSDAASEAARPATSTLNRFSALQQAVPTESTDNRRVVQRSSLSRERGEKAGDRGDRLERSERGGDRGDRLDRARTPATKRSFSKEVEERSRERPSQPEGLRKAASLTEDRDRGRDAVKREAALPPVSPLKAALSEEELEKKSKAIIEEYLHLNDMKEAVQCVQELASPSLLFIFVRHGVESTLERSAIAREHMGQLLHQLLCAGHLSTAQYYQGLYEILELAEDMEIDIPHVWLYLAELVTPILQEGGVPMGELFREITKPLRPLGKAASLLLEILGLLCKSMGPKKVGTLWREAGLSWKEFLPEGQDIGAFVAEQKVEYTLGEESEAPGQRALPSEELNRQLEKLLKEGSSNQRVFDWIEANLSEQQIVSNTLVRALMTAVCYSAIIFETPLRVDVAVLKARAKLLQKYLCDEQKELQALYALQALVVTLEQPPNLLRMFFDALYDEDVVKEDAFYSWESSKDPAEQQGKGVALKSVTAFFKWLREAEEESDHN
14-3-3 Bad inh = disrupts binding of bovine 14-3-3 zeta to phospho-Bad peptide; 0.71% of 220,000 active; inhibition, % at 21.7 µM; AID 781; P63103; TR-FRET 14-3-3zeta/Dy647-pBad peptide displacement, 1 h;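 active = inhibition above about 70%, limit read from the data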;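 also: 0% = full 14-3-3 plus peptide FRET controls and 100% = background without 14-3-3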
FXIIa inh = blocks human coagulation factor XIIa protease activity | AID 800 | 0.3% of 220,000 active | purified FXIIa, Boc-QGR-AMC fluorogenic substrate, 2 h | inhibition, % at 5 µM | P00748; in the data active = inhibition above about 40%;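 also: 0% = enzyme with no compound and 100% = blank without enzyme; many of its hits are not listed in these tables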
Rad51 HR inh = Rad51 (human) homologous recombination inhibition; inhibition, % at 10 µM; hRad51 DNA strand exchange, fluorescence dequenching; 0.085% of 200,000 active; Q06609; AID 1385;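 active = inhibition above 40% at the single screening dose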;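 also: 0% = DMSO control wells and 100% = blanks with heterologous ssDNA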
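Material: human Rad51–ssDNA filaments; Probe or stimulus: labelled 47-mer dsDNA for strand exchange; Doses: single 10 µM dose; Incubation: 37 °C 15-min filament assembly, 30-min compound preincubation, 15-min exchange; Technique: FRET fluorescence dequenching, excitation 485 nm, emission 520 nm; Measure: Fluorescence-based percent inhibition, control- and blank-normalised; Benchmarks: plate control and blank wells.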
Starred values were filed as active, the others as inactive; / = no result given; [ ] = remark or other dose.

SMILES	p97 inhibitor	hK5 inh	FXIa inh 1536	Wee1 degr inh	MDM2 E3 inh	eIF4E-4G inh	14-3-3 Bad inh	FXIIa inh	Rad51 HR inh
Cc1cc(C)c2c(C)c(C(=O)Nc3c(C)n(C)n(-c4ccccc4)c3=O)oc2c1	5	-14	19	2	-4	16[fluorescence artefact?]	19[fluorescence artefact?]	24	-51
CC(C)OC(=O)CSc1nc2cccnc2n1C1CCCCC1	-11	-18	1	0	-3	-1	14	6	3
CC(=O)Nc1c(O)nc(SCC(=O)N2CCN(c3ccc(F)cc3)CC2)[nH]c1=O	6	0	1	-2	8	3	-3	14	-3
OC1(C#CCN2CCOCC2)CCCCC1	-3	-9	-5	-1	-4	2	1	0	15
COc1ccc(NC(=O)c2oc3ccccc3c2NC(=O)COc2ccccc2OC)c(OC)c1	4	-22	1	-2	-15	-9	12	14	-3
CCCC1=C(C(=O)OCC)C(c2cccs2)C(C#N)=C(N)O1 (stereo not drawn)	4	-20	0	-2	-19	-2	-5	15	-8
O=C(COC(=O)c1sc2ccccc2c1Cl)NCC1CCCCC1	6	-5	5	6	-3	7	-5	14	-11
CCOC(=O)c1sc(C)c2c1NC1(CCCCC1)NC2=O	-3	-2	-6	4	-4	1	-13	1	0
Cn1nc(C(C)(C)C)c([N+](=O)[O-])c1C(=O)Nc1ccccc1	4	-9	5	-2	-13	-1	1[fluorescence artefact?]	13	-7
Cc1ccc(-n2nc(C)c(NC(=O)CCl)c2C)cc1	6	-2	7	6	-18	-2	41[fluorescence artefact?]	8	4

Profiles, looked up by structure.
`O=C(COC(=O)c1sc2ccccc2c1Cl)NCC1CCCCC1` reads p97 inhibitor = 6; hK5 inh = -5; FXIa inh 1536 = 5; Wee1 degr inh = 6; MDM2 E3 inh = -3; eIF4E-4G inh = 7; 14-3-3 Bad inh = -5; FXIIa inh = 14; Rad51 HR inh = -11
`CCOC(=O)c1sc(C)c2c1NC1(CCCCC1)NC2=O` reads p97 inhibitor = -3; hK5 inh = -2; FXIa inh 1536 = -6; Wee1 degr inh = 4; MDM2 E3 inh = -4; eIF4E-4G inh = 1; 14-3-3 Bad inh = -13; FXIIa inh = 1; Rad51 HR inh = 0
`CC(C)OC(=O)CSc1nc2cccnc2n1C1CCCCC1` reads p97 inhibitor = -11; hK5 inh = -18; FXIa inh 1536 = 1; Wee1 degr inh = 0; MDM2 E3 inh = -3; eIF4E-4G inh = -1; 14-3-3 Bad inh = 14; FXIIa inh = 6; Rad51 HR inh = 3

(next part)
SMILES	p97 inhibitor	hK5 inh	FXIa inh 1536	Wee1 degr inh	MDM2 E3 inh	eIF4E-4G inh	14-3-3 Bad inh	FXIIa inh	Rad51 HR inh
CCCCN1C=CC(=C2N=c3cccc([N+](=O)[O-])c3=N2)C=C1	3	-8	5	4	-13	22	13	7	-34
Cn1c(=O)c2c(nc(N/N=C/c3cccnc3)n2Cc2ccc(F)cc2)n(C)c1=O	10	-6	-3	3	-15	6	-1	0	-28
N#Cc1ccc(CSc2nnc(-c3cccnc3)o2)cc1	2	4	-4	-1	-3	-3	-9	7	2
CC(C)CCNC(=O)c1ccc2nc[nH]c2c1	4	3	1	0	-19	0[fluorescence artefact?]	-3	4	-2
CCN(CC)S(=O)(=O)c1ccc2c(c1)nc(SCC(=O)N1CCOCC1)n2-c1ccccc1OC	-3	1	-1	1	-11	12	-1	8	5
CCOc1ccc(-c2nc(N)ncc2-c2ccccc2)c(O)c1	3	16	4	-1	-17	-7	14	16	3
CC(C)(C)NC(=O)C(=O)NNC(=O)c1cccc([N+](=O)[O-])c1	1	-11	-6	0	10	-2	9	5	14
CCn1c(SCC(=O)c2ccc(O)c(O)c2)nnc1-c1ccccc1	1	5	21	-1	-12	1	-1	18	/
CCN(CC)C(=O)c1sc(NC(=O)c2ccco2)c(C#N)c1C	5	4	-11	-1	-8	-3	-8	-4	-1
CS(=O)(=O)c1ccc2nc(NC(=O)c3cccs3)sc2c1	-16	-6	-4	4	-47	-2[fluorescence artefact?]	-6[fluorescence artefact?]	-4	8
c1ccc(-c2ccc(-c3cn4c(n3)CCC4)cc2)cc1	-8	-23	-5	1	-10	5	29	16	8
Cc1ccc(S(=O)(=O)N2CCCCC2)cc1NC(=O)CSc1nnnn1C	1	2	0	2	/	-4	8	1	28
C=CCn1c(CCSCc2ccc(OC)c(C)c2)n[nH]c1=S	0	-2	-5	-2	-6	-3	-14	6	-3
CCN1CCN(c2nc3c(C)cccn3c(=O)c2/C=C(\C#N)S(=O)(=O)c2ccc(C)cc2)CC1	1	-20	-4	3	-9	-1[fluorescence artefact?]	-15	1	-2
Cc1nc(Nc2ccccc2Cl)sc1C(=O)Nc1ccccc1	2	-7	-3	17*	-9	6	26[fluorescence artefact?]	7	-3
O=C(c1ccccc1NS(=O)(=O)c1ccc(Cl)cc1)N1CCc2ccccc21	-1	-7	-1	-1	-7	2	-9	-4	-4
O=C(CS(=O)(=O)c1ccccc1)Nc1ccc(S(=O)(=O)Nc2ccccn2)cc1	7	1	-3	-1	1	-5	-8	6	-6
CCCCC(O)(CCCC)C(=O)NN(C(=O)OC)c1ccccc1	8	-16	-4	2	-4	10	-16	9	7
C=CCSC1=NC(N)=C(C#N)C2(CCCCC2)C1C(N)=O (stereo not drawn)	2	-21	7	0	-14	-1	6	17	1
Cc1nc([N+](=O)[O-])c(Br)n1CC(=O)c1ccc(Cl)cc1	4	-12	-10	2	-17	3	-5	4	3
CC(C)Oc1ccc(C2CC(=O)N(Nc3ccc([N+](=O)[O-])cc3[N+](=O)[O-])C2=O)cc1 (stereo not drawn)	5	1	-1	1	-5	1	6	7	/
Cc1cccc(CCNC(=O)C2CCC(CNS(=O)(=O)c3cccs3)CC2)c1 (stereo not drawn)	-4	/	8	6	-23	2	-3	11	/
Cn1c(-c2ccccc2)cc2c3no[n+]([O-])c3ccc21	6	3	-6	0	-13	-1	-5	-2	8
CC(C)c1ccc(NC(=O)COc2ccc(F)cc2C(=O)c2cnn(-c3ccccc3)c2)cc1	4	-11	0	-2	-2	3	-3	7	3
O=C(COc1ccc(/C=N/NS(=O)(=O)c2ccccc2)cc1)Nc1ccc(F)cc1	1	1	4	1	-5	3	-3	15	-2
CC1CC(C)(C)NC(=O)O1 (stereo not drawn)	3	-2	-3	-1	1	9	1	14	2
O=S(=O)(NC1CCCC1)c1cccc(S(=O)(=O)N2CCC(n3nnc4ccccc43)CC2)c1	5	3	22	0	17	-10	12	18	2
CCN1CCN(C(c2cccc(OC)c2)c2sc3nc(C)nn3c2O)CC1 (stereo not drawn)	0	-9	-3	-3	-11	3	1[fluorescence artefact?]	5	6
C=CCOc1c(Cl)cc(C2NC(=O)NC(C)=C2C(=O)OC)cc1Cl (stereo not drawn)	3	-12	-2	0	-28	7	3	17	7
O=C(NNc1cccc(Cl)n1)c1ccc(Cl)nc1	4	-12	8	1	7	9	-2	10	9
CCCCN(CCCC)/C(N)=N/c1nc(C)cc(C)n1	0	/	6	-1	/	-2	-12	12	/
CC(C)(C)NC(=O)CSc1nncn1NCc1c(Cl)cccc1Cl	-3	-2	-1	-2	1	-2	-14[fluorescence artefact?]	9	0
COc1cccc(NC(=O)c2ccccc2-c2nc(-c3ccccc3)no2)c1	3	-6	2	-1	-34	-4	-4	23	2
COc1ccc(Oc2nnnn2-c2ccccc2)cc1	1	-7	10	2	2	0	-5	17	3
Nc1nc[nH]c(=O)c1N=Cc1ccccc1	11	6	8	-2	-17	2	-10	12	6
Cc1ccc(Cn2nc(C)c(NC(=O)c3cc(-c4ccc5c(c4)OCO5)on3)c2C)cc1	2	0	0	-1	-14	1	12	-9	-4
O=C(CSc1nc(-c2ccco2)cc(C(F)(F)F)n1)N1CCN(c2cccc(Cl)c2)CC1	-3	-15	-1	0	-9	-3	-10[fluorescence artefact?]	7	1
O=C(NCc1nnc2c3ccccc3c(-c3ccccc3)nn12)c1ccc(Cl)cc1	4	-3	2	7	-8	0	-5[fluorescence artefact?]	-3	0
N=c1c(C(=O)NCC2CCCO2)cc2c(=O)n3ccccc3nc2n1Cc1cccnc1 (stereo not drawn)	0	-16	10	0	-22	3	11	-5	-4
CCn1cc(CNCc2cn(-c3ccccc3C)nc2-c2ccc(OC)c(F)c2)cn1	-2	3	-1	4	-1	2	-12	7	3
CCOc1ccc(C(=O)Nc2ccccc2N2CCOCC2)cc1	1	7	-4	0	-7	-5	3	15	-3
CCCCCCn1c(SCCC)nc2c1c(=O)[nH]c(=O)n2C	-3	-20	1	8	-8	5	-9	9	-1
Cc1cccc(Cc2nnc(CCC(=O)N(CC3CC3)CC3CCCO3)o2)c1 (stereo not drawn)	-1	2	-2	-2	-11	0	-6	7	11
Cc1cccc2c1N(C(=O)c1ccco1)C(C)(C)c1ssc(=S)c1-2	2	-12	2	0	-8	-6	-3	9	-2
Cc1cc(/C=C(\C#N)C(=O)NCc2ccco2)c(C)n1-c1cccnc1	2	1	1	1	-14	-2	2	6	3
Cn1c(-c2ccccc2)cnc1SCC(=O)N1CCCc2ccccc21	1	-21	7	-1	-9	-5	-14[fluorescence artefact?]	14	-2
O=C(CN(c1ccccc1)S(=O)(=O)c1ccccc1)N1CCOCC1	-2	-3	0	-3	-12	1	-12	8	9
CC(C)(C)N1CC2([N+](=O)[O-])CN(C(C)(C)C)CC([N+](=O)[O-])(C1)C2	-2	5	-26	-3	-7	4[fluorescence artefact?]	10[fluorescence artefact?]	10	/
O=C(COc1ccc(-n2cnnn2)cc1)NCCc1ccc(F)cc1	-2	-16	-2	1	-15	-3	-13	7	-2
Cc1cccc(C(=O)NC(C(=O)Nc2nc(-c3ccccn3)cs2)C(C)C)c1 (stereo not drawn)	-1	24	1	0	-18	3	7	6	-17

The list goes on:
SMILES	p97 inhibitor	hK5 inh	FXIa inh 1536	Wee1 degr inh	MDM2 E3 inh	eIF4E-4G inh	14-3-3 Bad inh	FXIIa inh	Rad51 HR inh
CC(=O)c1ccc(NC(=S)N2CCCCCC2)cc1	2	-9	-5	-1	-5	1	-15	0	-28
Cc1[nH]c2ccccc2c1CCNC(=O)CCC(=O)c1ccccc1	-3	0	-4	-4	-1	2	-10	0	-6
Cc1nc2ccc3[nH]snc3c2n1	0	1	-4	4	-20	4	5	-6	2
O=C(OCC1CCCN2CCCCC12)c1ccc2c(c1)OCO2 (stereo not drawn)	3	-8	-8	-1	-5	2	-1	4	-6
O=C(CCn1nc(-c2ccccc2)ccc1=O)NCCCN1CCCCCC1	-3	-3	2	-1	-15	-6	-6[fluorescence artefact?]	11	/
CC(C)CNC(=O)CC1Nc2ccccc2NC1=O (stereo not drawn)	2	-13	-2	1	-20	3	-2	-1	13
COc1ccccc1NC(=O)c1csc(-n2nc(C)cc2C(F)(F)F)n1	-2	14	12	-1	-18	3	-9	21	-3
CCC(C(=O)O)n1nc(-c2ccccc2)c2cc(Cl)ccc21 (stereo not drawn)	-1	-11	-4	-3	-14	-2	-9	0	18
C#CCNC(=O)C1=C[C@@H](C2CCCCC2)C[C@@H](OCc2ccc(CO)cc2)O1	-4	6	0	-1	/	-2	1	4	0
COc1ccccc1CN1C(=O)CCC1(C)C(=O)NCc1cccnc1 (stereo not drawn)	6	5	-2	1	-2	3	3	11	3
CN1CCN(C(=O)c2c(O)c3cccc4c3n(c2=O)CC4)CC1	-1	-2	-5	0	-14	3	11	6	-1
